# AID772 = HT29 colon tumor cell growth inhibition, primary screen, imaging, high content imaging, 72 h, CellTiter-Glo (AID 772); HT29 cell growth, HCS imaging cell count, 72 h; active compounds read high; growth inhibition, % at 10 µM; hit rate 0.6% among 3,300;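 active = growth inhibition above 90%, meaning viable cell count cut by more than 90% versus vehicle controls; inactive = growth inhibition below 90%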
# AID364 = cytotoxicity toward Jurkat T cells, primary screen, cell-based, Jurkat E6.1, NIH starter set (AID 364); Jurkat E6.1 viability, ATP luminescence, 48 h; higher % means a stronger effect; one-dose inhibition, % at 4 µM; CC50 in µM for titrated hits; hit rate 2% among 3,300;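 active = concentration giving half-maximal inhibition at or below 20 micromolar; inactive = half-maximal concentration above 20 micromolar, or not dose tested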;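 also: 100% = cells treated with 4 µM doxorubicin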
# HT29 cell growth-1 = HT29 colon tumor cell growth inhibition, primary screen, imaging, high content imaging, 24 h, CellTiter-Glo (AID 770); HT29 cell number by imaging, 24 h; active compounds read high; growth inhibition, % at 10 µM; 3,300 tested, under 10 active;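 active = growth inhibition above 90% in viable cell count at a single dose; inactive = growth inhibition below 90%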
# A549 proliferation = A549 NSCLC cell proliferation inhibitors – ATP luminescence, human non-small cell lung line, primary screen (AID 371) | A549 growth inhibition, ATP luminescence; active compounds read high | growth inhibition, % at 10 µM | hit rate 8.4% among 3,300;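 active = mean growth inhibition over the two runs of 50% or more; inactive = mean growth inhibition under 50%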;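 also: compound exposure lasted 72 h before the ATP read; 0% = untreated cell signal and 100% = no luminescence left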
# HT29 cell growth-2 = HT29 colon tumor cell growth inhibition, primary screen, imaging, high content imaging, 48 h, CellTiter-Glo (AID 771). hit rate 2% among 3,300. HT29 cell growth, HCS imaging cell count, 48 h; active compounds read high. growth inhibition, % at 10 µM;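 active = growth inhibition above 90%, meaning viable cell count by imaging cut by more than 90% versus vehicle controls; inactive = growth inhibition below 90%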;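 also: percent fewer viable cells counted by imaging than vehicle controls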
# HT29 cell growth-1 condensed nuclei = further read-out of HT29 cell growth-1, marked with its call; condensed nuclei, %; measured here: percent cells with condensed nuclei;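 share of cells whose nuclear area falls below control median minus 1.5 SD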
# HT29 cell growth-1 ATP viability = second read-out of HT29 cell growth-1, no call of its own (marks repeat the call); growth inhibition, %; measured here: ATP CellTiter-Glo viability
# HT29 cell growth-2 condensed nuclei = second read-out of HT29 cell growth-2, no call of its own (marks repeat the call); condensed nuclei, %; measured here: percent cells with condensed nuclei;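 condensed means Hoechst nuclear area under control median minus 1.5 SD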
# HT29 cell growth-2 ATP viability = recorded beside HT29 cell growth-2, whose call it bears; growth inhibition, %; measured here: ATP CellTiter-Glo viability inhibition
# AID772 condensed nuclei = recorded beside AID772, whose call it bears; condensed nuclei, %; measured here: percent cells with condensed nuclei;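 condensed means nuclear area below control median minus 1.5 SD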
# AID772 second = further read-out of AID772, marked with its call; growth inhibition, %; measured here: ATP CellTiter-Glo viability
# The depositor's hits bear a star; . = not tested or not shown.
SMILES,AID772,AID772 condensed nuclei,AID772 second,AID364,HT29 cell growth-1,HT29 cell growth-1 condensed nuclei,HT29 cell growth-1 ATP viability,A549 proliferation,HT29 cell growth-2,HT29 cell growth-2 condensed nuclei,HT29 cell growth-2 ATP viability
NC(N)=NC(=O)c1nc(Cl)c(N)nc1N,-22,1,-9,-9%,-29,2.2,-18,2,-64,2.1,.
Cn1c[n+](C)cc1/C=N/O,34,3,-28,1%,-21,1.6,-12,-3,24,1.9,-8
S=C(N=Nc1ccccc1)NNc1ccccc1,6,10,10,-7%,16,1.7,-8,26,-38,1.4,.
CCN1CCc2c(C#N)c(NCc3ccccc3)nc(NCCO)c2C1,18,3,7,4%,7,2.9,-4,3,-6,1.5,2
Cc1noc(NS(=O)(=O)c2ccc(NC(=O)COc3ccccc3)cc2)c1C,6,12,0,-6%,12,2.5,0,-8,12,1.3,5
COc1cccc(-c2nnc3sc(C4CCCCC4)nn23)c1,58,22,76,-7%,39,5.1,25,73*,70,4.7,62
COc1cccc(-c2nc(N3CCC(C)CC3)c3ccccc3n2)c1O,11,2,-12,-2%,0,3.3,4,54*,-1,4.5,0
Cc1ccc(C2C(C(=O)c3cc4ccccc4o3)=C(O)C(=O)N2CCCN(C)C)cc1 (stereo unspecified),-23,8,-33,-6%,39,7.2,-9,3,29,2.6,-10
CC1(C)NC(=O)N(CC(O)COc2ccccc2C(=O)Nc2ccccc2)C1=O (stereo unspecified),-19,5,-40,6%,9,3.5,-6,7,-47,2.0,-12
CCOc1ccc2nc(SCC(=O)Nc3ncccn3)[nH]c2c1,13,4,-22,-1%,-26,2.9,-4,-4,-11,3.9,0
NC(=O)C1CCN(C2OC(=O)c3ccccc32)CC1 (stereo unspecified),-9,2,-35,-3%,-22,2.7,-12,-18,26,5.9,-5
Fc1ccc2[nH]c3c(N4CCN(Cc5ccc6c(c5)OCO6)CC4)ncnc3c2c1,92*,24*,97*,2.7µM*,73,7.6,49,83*,98*,29*,93*
CC(=O)OCC(=O)[C@@]1(O)CC[C@H]2[C@@H]3CCC4=CC(=O)CC[C@]4(C)[C@H]3[C@@H](O)C[C@@]21C,28,6,13,1%,-15,3.1,1,16,25,2.6,.
CCn1c(SCC(=O)O)nc2sc3c(c2c1=O)CCC3,14,14,-11,-7%,-17,2.5,-5,4,-70,2.9,-6
CC1(C)Cc2c(c(N3CCOCC3)nc3snc(Br)c23)CO1,-50,3,-30,-1%,4,3.2,-1,16,-19,0.7,-5
CC(C)Cc1[nH]c(=O)c(C#N)c2c1COC(C)(C)C2,17,9,18,4%,-13,4.0,2,-1,-10,2.0,7
O=C(O)c1cc(-c2ccccc2)nc2ccccc12,-49,4,-27,-8%,-19,2.2,-18,2,-20,3.2,.
CC12CCC(C(=O)NCCCN3CCOCC3)(OC1=O)C2(C)C (stereo unspecified),-26,2,-11,-13%,-46,3.4,-7,4,12,1.6,1
CCOc1ccc(C2C(C(=O)c3ccc(C)o3)=C(O)C(=O)N2CCN2CCOCC2)cc1OC (stereo unspecified),-38,5,-34,-1%,1,2.6,-1,6,-27,1.5,-10
Cc1ccc2cc(CNC(C)C)c(=O)[nH]c2c1,14,6,35,12%,10,3.2,-4,2,-12,4.0,4

# Taken from the results shown for reference:
SMILES,AID772,AID772 condensed nuclei,AID772 second,AID364,HT29 cell growth-1,HT29 cell growth-1 condensed nuclei,HT29 cell growth-1 ATP viability,A549 proliferation,HT29 cell growth-2,HT29 cell growth-2 condensed nuclei,HT29 cell growth-2 ATP viability
O=C(O)c1cc(-c2ccccc2)nc2ccccc12,-49,4,-27,-8%,-19,2.2,-18,2,-20,3.2,.
CC12CCC(C(=O)NCCCN3CCOCC3)(OC1=O)C2(C)C (stereo unspecified),-26,2,-11,-13%,-46,3.4,-7,4,12,1.6,1
CCOc1ccc(C2C(C(=O)c3ccc(C)o3)=C(O)C(=O)N2CCN2CCOCC2)cc1OC (stereo unspecified),-38,5,-34,-1%,1,2.6,-1,6,-27,1.5,-10
Cc1ccc2cc(CNC(C)C)c(=O)[nH]c2c1,14,6,35,12%,10,3.2,-4,2,-12,4.0,4

# Next part:
SMILES,AID772,AID772 condensed nuclei,AID772 second,AID364,HT29 cell growth-1,HT29 cell growth-1 condensed nuclei,HT29 cell growth-1 ATP viability,A549 proliferation,HT29 cell growth-2,HT29 cell growth-2 condensed nuclei,HT29 cell growth-2 ATP viability
CC1(C)CC(=O)C(CCCN2C(=O)c3ccccc3C2=O)C(=O)C1,-19,7,15,-4%,-39,2.6,5,1,35,3.5,21
Fc1ccccc1/C=N/n1cnnc1,-80,6,-15,1%,-45,7.7,-10,0,8,6.7,-7
COc1ccc2nc(SCC(=O)O)nc(C)c2c1,-74,5,-56,2%,-20,3.9,3,-3,-2,2.1,-15
CC(C)(C)NC(=O)CSc1nsc(SCC(=O)NC(C)(C)C)c1C#N,16,16,37,4%,2,2.2,0,12,-55,2.3,-6
COc1ccc(-c2ncncc2-c2csc(C)n2)c(O)c1,-28,7,-33,-14%,-14,4.0,-12,3,47,2.7,-11
CCOCCn1c(SC)nc2c1c(=O)[nH]c(=O)n2C,-16,5,2,6%,-11,3.5,-14,-1,2,2.7,-27
CCCCC(C(=O)O)C(C)CC(=O)Nc1cccc(C(=O)O)c1 (stereo unspecified),-91,1,-20,2%,-49,3.1,-7,-2,-13,2.1,-5
CC12CN3CC(C)(CN(C1)C3c1ccc(Cl)cc1Cl)C2O (stereo unspecified),-25,4,-38,1%,15,2.1,1,1,-1,1.6,-5
CCOC(=O)/C(C#N)=C1/SC(CCO)C(=O)N1c1ccccc1 (stereo unspecified),56,5,-19,2%,35,4.7,-8,-9,25,3.1,-7
COc1cccc(N2CCN(c3ncnc4c3[nH]c3ccc(F)cc34)CC2C)c1 (stereo unspecified),72,35,94,2.3µM*,75,7.9,74,93*,92*,4.2*,89*
Cc1cc(C)n(S(=O)(=O)/C=C/c2ccccc2)n1,71,27,80,12%,60,9.3,33,68*,72,26,53
Cc1ccc(-n2ncc3c(NCCCN4CCCC4=O)ncnc32)c(C)c1,-107,4,-50,10%,-11,1.6,-13,11,39,2.4,-16
COC(=O)c1c(C)[nH]c(C(=O)OCc2ccc(F)cc2)c1C,-5,3,1,3%,27,4.6,6,13,29,2.0,5
CN(CCNC(=O)c1ccc(/C=N/O)nc1)Cc1ccccc1,-62,3,-72,0%,-1,4.2,-3,0,-19,1.8,-26
COc1ccc2c(c1OC)C(=O)N1c3ccccc3SC21 (stereo unspecified),4,5,-26,-10%,-19,2.1,-16,8,-15,4.7,-8
Cc1cccc(-c2nnc3n2N=C(c2ccccc2)CS3)c1,56,9,37,14%,15,19,9,22,36,7.9,29
O=C(O)c1cc(=O)c2c(OCC(O)COc3cccc4oc(C(=O)O)cc(=O)c34)cccc2o1,-46,4,-3,3%,7,4.3,11,-3,3,13,.
CCOC(=O)c1cc2cc(OC)ccc2[nH]1,-49,4,-26,1%,19,3.0,-3,16,-11,1.4,-4
C=C(C)CN(CC)CCC(=O)Nc1ccc(OC)cc1OC,-66,5,-60,-14%,28,6.1,2,5,38,6.0,-14
CCCCCCC(=O)N1CCN(c2cc3c(cc2F)c(=O)c(C(=O)O)cn3CC)CC1,5,3,13,10%,32,4.6,7,37,27,4.9,28

# Among those listed so far, these have a halogen.
SMILES,AID772,AID772 condensed nuclei,AID772 second,AID364,HT29 cell growth-1,HT29 cell growth-1 condensed nuclei,HT29 cell growth-1 ATP viability,A549 proliferation,HT29 cell growth-2,HT29 cell growth-2 condensed nuclei,HT29 cell growth-2 ATP viability
NC(N)=NC(=O)c1nc(Cl)c(N)nc1N,-22,1,-9,-9%,-29,2.2,-18,2,-64,2.1,.
Fc1ccc2[nH]c3c(N4CCN(Cc5ccc6c(c5)OCO6)CC4)ncnc3c2c1,92*,24*,97*,2.7µM*,73,7.6,49,83*,98*,29*,93*
CC1(C)Cc2c(c(N3CCOCC3)nc3snc(Br)c23)CO1,-50,3,-30,-1%,4,3.2,-1,16,-19,0.7,-5
Fc1ccccc1/C=N/n1cnnc1,-80,6,-15,1%,-45,7.7,-10,0,8,6.7,-7
CC12CN3CC(C)(CN(C1)C3c1ccc(Cl)cc1Cl)C2O (stereo unspecified),-25,4,-38,1%,15,2.1,1,1,-1,1.6,-5
COc1cccc(N2CCN(c3ncnc4c3[nH]c3ccc(F)cc34)CC2C)c1 (stereo unspecified),72,35,94,2.3µM*,75,7.9,74,93*,92*,4.2*,89*
COC(=O)c1c(C)[nH]c(C(=O)OCc2ccc(F)cc2)c1C,-5,3,1,3%,27,4.6,6,13,29,2.0,5
CCCCCCC(=O)N1CCN(c2cc3c(cc2F)c(=O)c(C(=O)O)cn3CC)CC1,5,3,13,10%,32,4.6,7,37,27,4.9,28

# Following part.
SMILES,AID772,AID772 condensed nuclei,AID772 second,AID364,HT29 cell growth-1,HT29 cell growth-1 condensed nuclei,HT29 cell growth-1 ATP viability,A549 proliferation,HT29 cell growth-2,HT29 cell growth-2 condensed nuclei,HT29 cell growth-2 ATP viability
O=C(c1cccc2ccccc12)N1CCC(N2CCN(c3ccccc3)CC2)CC1,3,2,-10,-1%,-27,3.6,-18,20,-45,1.4,-34
CN1CCc2c(sc3c2C(=O)NC(c2ccco2)N3)C1 (stereo unspecified),-5,7,3,9%,-8,2.6,0,-4,23,22,1
Cc1ccccc1C(=O)c1ccc2c(c1)n(C)c(=O)n2C,-3,3,-7,-7%,-11,3.5,3,10,7,2.3,-10
CCn1cc(C(=O)NCCCN(C)C)c(=O)c2cc(F)c(N3CCN(C)CC3)cc21,-72,6,-64,-2%,-2,4.1,1,9,24,5.0,-23
CC(C)C1Cc2c(C#N)c(N)sc(=S)c2CO1 (stereo unspecified),63,3,2,3%,15,1.7,2,28,-18,3.0,-10
COc1cccc(-c2nnc3sc(-c4cccs4)nn23)c1,-13,7,-6,-2%,34,13,4,-3,47,1.9,0
COC(=O)c1ccc(-c2sc3nc(N4CCOCC4)c4c(c3c2N)CCCC4)o1,90,56,83,-8%,18,0.4,13,8,79,5.7,52
COCCCNC(=O)c1c(N)n(/N=C/c2ccccn2)c2nc3ccccc3nc12,-1,3,7,17%,-36,2.5,-8,4,7,9.2,5
COc1cc(/C=N/O)ccc1OCc1ccc(C(=O)O)cc1,43,13,11,1%,9,5.3,17,6,-18,0.7,-5
COc1ccc(OC)c(C2=Nn3c(nnc3-c3ccco3)SC2)c1,-50,2,-15,-11%,36,3.5,0,23,5,0.9,5
Cc1cc(C)nc(N(C#N)CC(=O)N(c2ccccc2)C(C)C)n1,-23,8,-18,1%,14,2.6,4,-3,6,4.9,-13
COc1ccc(-c2coc3cc(O)cc(O)c3c2=O)cc1,-20,9,11,-9%,-17,2.4,3,22,14,2.9,.
CC1CCc2cc(F)cc3c(O)c(C(=O)NCc4ccco4)c(=O)n1c23 (stereo unspecified),42,2,-4,0%,9,3.3,7,47,12,0.3,1

# Assay outcomes from PubChem BioAssay.

# This is a subset; rates above refer to the full screens.
